# hERG WT inh: qHTS for Inhibitors of KCHN2 3.1: Wildtype qHTS | activity change, % at 1.84 µM | U2OS, BacMam KCNH2, thallium flux FluxOr; stronger effect = lower value | Voltage-gated inwardly rectifying potassium channel KCNH2 (Homo sapiens), Q12809 | 340,000 compounds, 0.37% hits;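 active means maximum activity change below -70%; inconclusive means maximum activity change between -70% and -50%; inactive means maximum activity change above -50%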
#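 U2OS cells were transduced with wild-type KCNH2 virus (2.03 x 10^8 / mL) for 4 h at room temperature, then cultured overnight at 37 C. Thallium flux was read with FluxOr dye. Rate constants were normalized to DMSO controls.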
# GALK inhibitor: qHTS Assay for Inhibitors of Human Galactokinase (GALK). Purified GALK, Kinase-Glo residual ATP luminescence. Potency, µM (series often up to 57.5 µM), inactives show at the highest dose activity change, negative = inhibition, hits mostly inhibitors. 270,000 compounds, 0.007% hits; further: potency means the concentration at half of the fitted maximal effect
# Target sequence (P51570 whole entry, looked up): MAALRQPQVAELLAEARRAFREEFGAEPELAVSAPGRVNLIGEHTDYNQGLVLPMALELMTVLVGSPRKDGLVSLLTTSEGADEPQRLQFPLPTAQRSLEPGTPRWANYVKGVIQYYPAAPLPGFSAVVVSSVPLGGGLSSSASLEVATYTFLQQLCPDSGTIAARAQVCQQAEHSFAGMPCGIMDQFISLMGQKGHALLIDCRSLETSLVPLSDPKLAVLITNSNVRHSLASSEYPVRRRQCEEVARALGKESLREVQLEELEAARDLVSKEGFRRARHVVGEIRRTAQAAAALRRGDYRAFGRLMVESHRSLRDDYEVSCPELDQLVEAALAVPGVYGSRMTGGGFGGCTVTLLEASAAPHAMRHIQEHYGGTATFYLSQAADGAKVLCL
#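 The enzyme phosphorylates galactose (100 uM) using ATP (35 uM); inhibition is detected as higher residual ATP, quantified by bioluminescence after 1 h reaction at room temperature, pH 8.0.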
# PKM2 act: qHTS Assay for Activators of Human Muscle isoform 2 Pyruvate Kinase | Pyruvate kinase PKM (Homo sapiens), P14618 | purified PKM2, Kinase-Glo ATP luminescence, activation; response scale: 0% is enzyme alone, no compound | Potency, µM (doses to about 57.5 µM), inactives show at the top dose activation, actives largely listed as activators | 260,000 compounds, 0.34% hits | AID 1631, 2009; further: potency means the concentration at half of the fitted maximal effect; nearly all actives have a fitted effect of over 55% in size
#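 Kinase-Glo luminescence reports ATP generated from ADP (0.1 mM) and PEP (0.5 mM) by purified hPK-M2 after 1 h at room temperature, pH 7.2 imidazole buffer; intermediate enzyme activity allows detecting inhibitors and activators.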
# Chronic BCR inh: qHTS Assay to Find Inhibitors of Chronic Active B-Cell Receptor Signaling. Potency, µM (doses to about 46.1 µM), without a hit: at the top dose ratio change, negative = lower green/red ratio, hits mostly inhibitors. AID 493014, 2011. 340,000 compounds, 0.05% hits. ABC-DLBCL IkBa-CBG/CBR reporter, luminescence ratio, 4 h; active means well fitted inhibition curve with a large enough effect in the signal ratio, with a control signal flat, not every such curve was filed as active; inconclusive means small, poorly fitted or top-dose-only effect, or effect the other way, or a change in a side signal; the % refers to the signal ratio;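 further: potency means the concentration at half of the fitted maximal effect; plate controls were basal doxycycline-induced cells for no effect and cells given 10 µM MG132 for full effect; MG132 reads +100%, hits lower the ratio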
#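 TMD8 human ABC-DLBCL cells with doxycycline-inducible IκBα–green luciferase fusion and unfused red luciferase, in 0.5% FBS medium; compounds up to 46 uM, 4 h at 37C. Green/red luminescence ratio, filter-overlap corrected, fitted to concentration-response curves.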
# FBPA coupling cs: qHTS Assay for Inhibitors of Fructose-1,6-bisphosphate Aldolase from Giardia Lamblia: Coupling assay counterscreen | activity change, negative = inhibition, % at 58.2 µM, hits read low | 290,000 compounds, 0.67% hits | coupling enzyme system counterscreen, AmpLite Red fluorescence; in the data active means activity change below about -30%
#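 Coupling enzymes only (glyceraldehyde-3-phosphate) + compound, at 57.5 uM final, 10 min RT; add substrate/coupling/AmpLite Red mix, 20 min RT; fluorescence ex 525/em 598 nm. Actives flag coupling-system interference.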
# uPA surface inh: qHTS for Inhibitors of Cell Surface uPA Generation; cell surface uPA generation assay, qHTS; Potency, µM (top dose mostly 38.3 µM), for the others: at the top dose activity change, negative = inhibition, hits mostly inhibitors; 330,000 compounds, 0.31% hits; AID 540303, 2011; active means well fitted inhibition curve with a large enough effect; inconclusive means small, poorly fitted or top-dose-only effect; inactive means no such curve, though single readings can be large or run the other way; tested in mouse RAW 264.7 cells; further: potency means the concentration at half of the fitted maximal effect; nearly all actives have a fitted effect of over 55% in size
# KCNH2 3.1 block: qHTS for Inhibitors of KCHN2 3.1: Mutant qHTS. Potassium voltage-gated channel subfamily H member 2, brain isoform KCNH2 3.1 (human). U2OS KCNH2 3.1, thallium flux FluxOr; stronger effect = lower value. activity change, % (tested at about 1.8 µM). 340,000 compounds, 0.95% hits;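 active means maximum activity change below -70%; inconclusive means maximum activity change from -70% to -50%; inactive means maximum activity change above -50%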;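 further: thallium influx rate constant from kinetic fluorescence after stimulation buffer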
#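 Steps: virus added to U2OS suspension (4 h, RT, dark); medium with 10% FBS added, cells plated, 37 C overnight; FluxOr/Red40 loading buffer 45 min RT; stimulation buffer, 2 min kinetic read; rate constant normalized.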
# Eya2 inh: qHTS Assay for Inhibitors of the Phosphatase Activity of Eya2. Protein phosphatase EYA2 (Homo sapiens), O00167. recombinant Eya2, OMFP fluorescence dephosphorylation (OMFP is methylfluorescein phosphate). Potency, µM (highest dose often 76.9 µM), without a hit: at the highest dose activity, negative = inhibition, actives largely listed as inhibitors. 330,000 compounds, 0.006% hits. AID 488837, 2010; further: potency means the concentration at half of the fitted maximal effect
#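 Eya2 (0.2 uM) preincubated 10 min at ambient with compound, then OMFP substrate added at 50 uM; 10 min reaction in 50 mM HEPES pH 7.5, 50 mM NaCl, 5 uM MgCl2, 0.05% BSA, 1 mM DTT. Fluorescence read at Ex 485/Em 525 nm.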
# Giardia killer: Small Molecules that selectively kill Giardia lamblia: qHTS; Giardia lamblia trophozoite viability; activity change, % at 7.66 µM, hits read low; 340,000 compounds, 0.15% hits; AID 540267, 2011; in the data active means activity change below about -80%; inconclusive means between about -30% and that limit;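 further: parasites exposed to compound for two days anaerobically before the ATP read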
#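 Each well holds 100 Giardia trophozoites and compound. After two days (48 hrs) at 37 deg C in anaerobic conditions, ATP is quantified by luminescence.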
# USP2a inh: qHTS Assay for Inhibitors of Ubiquitin-specific Protease USP2a Using CHOP2 as the Reporter | Ubiquitin carboxyl-terminal hydrolase 2 (Homo sapiens), O75604 | USP2 core, Ub-CHOP2 coupled fluorogenic reporter, 485/531 | Potency, µM (series often up to 38.3 µM), for inactives: top-dose activity change, negative = inhibition, actives largely listed as inhibitors | 330,000 compounds, 0.01% hits | AID 463254, 2010;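 further: potency means the concentration at half of the fitted maximal effect; plate controls were DMSO wells for no effect and full inhibition by NEM control for full effect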
#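 USP2 core (10nM final) preincubated 30min RT with compound in 20mM Tris-HCl pH 8.0, 2mM CaCl2, 2mM beta-mercaptoethanol, 0.05% CHAPS; 25nM Ub-CHOP2 plus 25nM reporter substrate added, fluorescence (Ex485/Em531) read after 60min.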
# B2AR arrestin: qHTS assay of beta-arrestin-biased ligands of beta2-adrenergic receptor; Beta-2 adrenergic receptor (Homo sapiens), P07550; beta-arrestin recruitment to beta2AR, cell-based reporter; Potency, µM (series often up to 46.1 µM), for the others: top-dose activation, most hits filed as activators; 330,000 compounds, 0.02% hits;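 further: potency means the concentration at half of the fitted maximal effect; 0% = DMSO controls and full agonism = EC100 isoproterenol or metaproterenol; nearly all actives have a fitted effect of over 65% in size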
# Target sequence (P07550 whole entry, looked up): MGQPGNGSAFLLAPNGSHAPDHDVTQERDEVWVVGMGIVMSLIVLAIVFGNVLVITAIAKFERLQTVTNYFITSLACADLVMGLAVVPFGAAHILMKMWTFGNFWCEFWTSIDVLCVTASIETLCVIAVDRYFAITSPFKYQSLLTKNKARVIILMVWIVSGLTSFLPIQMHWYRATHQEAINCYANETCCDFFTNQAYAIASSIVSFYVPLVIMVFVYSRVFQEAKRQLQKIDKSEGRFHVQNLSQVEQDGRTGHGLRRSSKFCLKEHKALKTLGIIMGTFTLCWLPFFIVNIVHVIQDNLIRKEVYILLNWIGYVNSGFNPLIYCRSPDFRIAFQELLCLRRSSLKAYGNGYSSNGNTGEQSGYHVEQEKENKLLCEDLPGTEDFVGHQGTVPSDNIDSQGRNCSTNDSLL
# * = called active by the depositor; ? = inconclusive; · = not tested or not shown; [ ] = dose if it differs, or a comment. Unless noted, the call rests on the fitted dose curve; in most records, active means well fitted curve in the direction sought with a large enough effect; inconclusive means small, poorly fitted or top-dose-only effect, or another doubt; inactive means no such curve, though single readings can be large; an effect the other way counts as inactive or inconclusive. Unless noted, on the % scale 0 is the no-effect control and ±100 the full control effect.
SMILES,hERG WT inh,GALK inhibitor,PKM2 act,Chronic BCR inh,FBPA coupling cs,uPA surface inh,KCNH2 3.1 block,Eya2 inh,Giardia killer,USP2a inh,B2AR arrestin
Cc1ccc(C)c(NC(=S)NCCc2ccc(F)cc2)c1,·,-1%,-8%,-6%,-2,-8%,-8,-11%,-27,-1%,0.1%
Cc1nn(CC(=O)NNC(=O)c2ccccc2F)c([N+](=O)[O-])c1Br,-10,-1%,-6%,-5%,8,-1%,-1,5%,-23,0%,-1.0%
C=CCNC(=O)C1CC2Cn3c(nc4cc5ccccc5cc43)C2N1C (configuration not stated),0,-1%,1%,?,0,-2%,17,19%,-7,8%,-0.5%
COc1ccc(NC(=O)CN2C(=O)NC(C)(c3ccc4c(c3)OCO4)C2=O)cc1S(N)(=O)=O (configuration not stated),1,·,·,-1%,·,4%,-9,-14%,-12,-4%,-0.4%
O=C(Nn1cnc2ccccc2c1=O)c1ccc([N+](=O)[O-])cc1Cl,-8,-7%,26%,-1%,2,3%,0,13%,7,1%,-0.1%
O=C(NCCCn1ccnc1)c1ccccc1NS(=O)(=O)c1ccc(F)c(F)c1,10,0%,5%,14%,5,·,-5,-26%,-12,8%,-0.6%
CCOC(=O)c1ccc(S(=O)(=O)N2CCN(C3CC(=O)N(c4ccccc4C(F)(F)F)C3=O)CC2)cc1 (configuration not stated),-7,·,·,0%,·,-16%,9,-11%,15,-1%,-0.4%
COc1ccc(-c2nn(-c3ccccc3)cc2/C=N/NC(=O)c2cccc(S(=O)(=O)Nc3ccccc3Cl)c2)cc1,-2,0%,1%,?,-3,-2%,-10,2%,-13,-11%,0.0%
CCCNC(=O)OC[C@H]1O[C@H](CCO/N=C/[C@@H](NS(=O)(=O)c2ccc(C)cc2)[C@H](C)/C=C/CC(=O)OC)C=C[C@@H]1Oc1ccc(OC)cc1,·,·,-2%,-8%,0,·,·,-4%,·,-7%,8.1%
O=C(CN1CCOCC1)Nc1scc(-c2ccccc2)c1C(=O)N1CCOCC1,2,1%,27%,6%,-2,4%,15,7%,-19,1%,-1.7%
O=C(CN1CCN(S(=O)(=O)c2ccccc2)CC1)Nc1ccc2c(c1)CCC2,1,2%,-7%,8%,7,-17%,-5,-9%,-5,-10%,-0.2%
COc1ccc(-c2cn3c(C)c(C(=O)N4CCN(c5ccc(F)cc5)CC4)sc3n2)cc1,28,3%,-1%,?,-6,0%,?,-3%,-24,3%,8.9%
CC(=O)N(Cc1ccc(F)cc1)C1=C(NCCc2ccccc2)C(=O)c2ccccc2C1=O,7,1%,1%,?,-47*,-16%,-16,3%,-4,-2%,-0.7%
CC1(C)Cc2c(sc(NC(=O)c3ccc(C(=O)c4ccccc4)cc3)c2C#N)C(C)(C)N1,36,-1%,-1%,1%,·,0%,·,9%,3,3%,0.2%
CC1(C)OC(=O)C(=CNc2ccccc2F)C(=O)O1,17,1%,-9%,-10%,0,-2%,12,12%,27,3%,0.2%
CCCNC(=O)NC(=O)COC(=O)CC(NC(N)=O)c1ccc(Cl)cc1 (configuration not stated),5,2%,-2%,-7%,3,0%,7,-1%,-8,-1%,-1.1%
O=C(Nc1ccc(Cl)cc1)N1CCN(Cc2ccc3c(c2)OCO3)CC1,6,-1%,-3%,-2%,1,2%,-16,13%,-2,10%,-0.4%
O=C(COC(=O)c1nn(-c2ccccc2C(F)(F)F)cc1O)c1ccc(OC(F)F)cc1,-2,·,·,-9%,·,2%,-46,29%,8,0%,0.5%
Nc1nnc(CC(=O)N/N=C/c2ccc(-c3ccccc3)o2)s1,-5,0%,27%,?,-3,-3%,21,-2%,0,2%,-0.4%
COc1ccc(CCN(C)C(=O)CN2C(=O)NC3(CCCCCC3)C2=O)cc1OC,-19,·,·,-7%,·,0%,4,-2%,3,3%,-0.2%
Cc1ccc(-c2ccnc3nc(Sc4ncc(C(F)(F)F)cc4Cl)nn23)cc1,6,4%,-6%,12%,0,·,-16,11%,7,2%,0.0%
COc1ccc(C2CC(=O)c3cnc(N4CCc5ccccc54)nc3C2)c(OC)c1 (configuration not stated),·,5%,0%,7%,0,·,·,-5%,·,6%,0.1%
COc1ccc(NC(=O)CN2CCN(S(=O)(=O)c3cccs3)CC2)cc1Cl,-6,·,·,4%,·,-42%,-3,13%,-10,0%,0.0%
Cc1cc(=O)oc2cc(OCC(=O)NCc3ccccn3)ccc12,-3,-3%,16%,9%,·,12%,5,11%,4,1%,0.4%
CNC(=S)Nc1ccc([N+](=O)[O-])c(C)c1,-7,0%,1%,0%,3,0%,-24,4%,-21,3%,-0.1%
# (list continues)
SMILES,hERG WT inh,GALK inhibitor,PKM2 act,Chronic BCR inh,FBPA coupling cs,uPA surface inh,KCNH2 3.1 block,Eya2 inh,Giardia killer,USP2a inh,B2AR arrestin
O=C(Nc1ccccc1N1CCCCC1)C1CC(=O)N(c2ccccc2F)C1 (configuration not stated),-1,·,·,?,·,9%,-11,-13%,-3,2%,-0.1%
COc1cc2nc(CN3CCN(S(=O)(=O)c4cc(C)ccc4C)CC3)[nH]c(=O)c2cc1OC,4,·,·,?,·,1%,1,-12%,-7,0%,-0.4%
CCCCCOC(=O)C1=C(C)NC(=O)NC1c1ccc(OC)cc1 (configuration not stated),-6,0%,2%[11.5 µM],0%,1,5%,1,-2%,24,-1%,-2.0%
Cc1c(C(=O)OC2CCC(C)CC2)[nH]c2c1C(=O)CCC2 (configuration not stated),-10,-1%,4%,?,2,-14%,-17,3%,7,0%,?
Cc1c(NC(=O)COC(=O)CSc2ccc(C(N)=O)cc2[N+](=O)[O-])c(=O)n(-c2ccccc2)n1C,16,8%,1%,-6%,·,2%,·,21%,-14,-1%,-0.2%
CC(=O)Nc1c(C(=O)NCc2ccccc2)nnn1Cc1ccccc1,6,1%,2%,1%,0,-1%,-13,1%,6,-2%,-0.5%
COc1ccc(CNC(=O)Nc2cccc(C(F)(F)F)c2)cc1OC,16,1%,8%,-12%,-1,-2%,0,3%,-4,0%,0.0%
CC(=O)C1(C)N(O)C(C)(C)C(c2ccco2)=[N+]1[O-] (configuration not stated),-6,-1%,-1%,-3%,0,·,-8,11%,4,1%,-0.5%
CC(=O)c1ccc(NC(=O)CCc2nnc3ccc(N4CCC5(CC4)OCCO5)nn23)cc1,-5,3%,-2%[0.46 µM],-12%,0,-1%,11,-1%,-8,2%,0.2%
CCC(C)NC(=O)CSc1nc2ccc(N3CCOCC3)cc2c(=O)n1CCc1ccccc1 (configuration not stated),·,-2%,-14%,1%,-22,·,·,-6%,·,1%,-0.2%
Cc1ccc2[nH]c(C(=O)N3CCCCC3)cc2c1,7,-4%,-10%,1%,0,-3%,4,-2%,-14,-1%,-0.2%
C#CCOCCOCCOCCNc1nc(N2CCN(C(=O)[C@H](CCC(=O)O)n3cc(C(N)CO)nn3)CC2)nc(N2CCN(C(=O)[C@H](CCCCN)n3cc(C(N)CC(C)C)nn3)CC2)n1 (some centres not stated),·,0%,-20%,-3%,1,·,·,-26%,·,0%,-0.1%
CCCn1c(SCC(=O)N2CCc3ccccc32)nnc1-c1ccncc1,·,0%,5%,-1%,-7,·,·,8%,·,-1%,-1.2%
Cc1ccc(CNC(=O)CSc2nc3n[nH]c(C)c3c(=N)n2-c2cccc(C)c2)cc1,-1,3%,8%,?,1,·,-15,-23%,7,-6%,0.5%
CN(CC(=O)Nc1n[nH]c(=S)s1)S(=O)(=O)c1cccc2cccnc12,-6,1%,·,?,1,9%,9,2%,14,4%,-0.4%
CC(=O)Nc1ccc(Oc2ccc(-c3noc(C)n3)cc2)cc1,-9,1%,-12%,·,-2,6%,1,·,1,·,·
COc1cc(/C=N/O)cc(Br)c1OS(=O)(=O)c1ccc(C)cc1,-7,-3%,19%,4%,-27,6%,-3,-4%,5,-13%,-1.1%
CCOC(=O)C1(Cc2ccccc2C)CCCN(C(=O)CN2C(=O)CSC2=O)C1 (configuration not stated),-5,6%,-2%,6%,-6,1%,11,-5%,15,-8%,0.2%
